Bim-Bfl-1 – human Bim-Bfl-1 interaction inhibition. Q16548. Bead-based flow cytometry, Bim-Bfl-1 binding inhibition. inhibition, % at 10 µM. hit rate 0.12% among 190,000. AID 1008;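 also: 0% = wells without compound plus tracer and 100% = blocker peptide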
Rac1 wt modul – human Rac1 wildtype GTP binding, inhibitors and activators | GTP binding activity (% of control), % at 10 µM | GST-Rac1 beads, fluorescent GTP binding, flow cytometry; actives lie on both sides; 0 = cold GTP competed, 100 = untreated | P63000 | hit rate 0.27% among 190,000;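 active = GTP binding activity at least 20 points away from the 100% control level, either lower or higher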
Rab2A wt mod – changes GTP binding to wildtype dog Rab2A, up or down | P61105 | GST-Rab2 wt beads, Bodipy-GTP binding, flow cytometry | GTP binding activity, % at 10 µM | hit rate 0.19% among 190,000 | AID 760;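 active = GTP binding activity at least 20 points away from 100%, either lowered or raised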;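 also: 0% = beads with excess unlabeled GTP and 100% = no-compound control corrected for plate trend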
Bcl-XL Bim block – human Bim-Bcl-XL interaction inhibition; Q07817; Bim peptide-Bcl-XL binding, bead flow cytometry, fluorescence; inhibition, % at 10 µM; hit rate 0.04% among 190,000; AID 1007
Target sequence (Q07817 whole entry, looked up): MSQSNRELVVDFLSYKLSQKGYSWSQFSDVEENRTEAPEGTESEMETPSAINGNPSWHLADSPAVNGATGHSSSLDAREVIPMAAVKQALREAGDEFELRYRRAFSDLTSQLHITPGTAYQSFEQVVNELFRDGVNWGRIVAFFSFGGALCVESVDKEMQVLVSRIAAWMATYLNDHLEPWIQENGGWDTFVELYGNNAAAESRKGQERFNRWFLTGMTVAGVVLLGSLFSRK
Bcl-B Bim block – disrupts Bim peptide binding to human Bcl-B | Q9HD36 | bead-based flow cytometry | inhibition, % at 10 µM | hit rate 0.073% among 190,000 | AID 951;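 also: 0% = tracer peptide without compound and 100% = reference inhibitor peptide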
Target sequence (Q9HD36 whole entry, looked up): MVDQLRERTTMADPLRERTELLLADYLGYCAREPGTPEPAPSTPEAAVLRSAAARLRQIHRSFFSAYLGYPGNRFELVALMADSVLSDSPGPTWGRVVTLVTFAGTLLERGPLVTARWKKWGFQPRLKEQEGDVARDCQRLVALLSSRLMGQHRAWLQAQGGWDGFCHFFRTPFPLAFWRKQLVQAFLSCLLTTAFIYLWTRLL
Bim-Bcl-W – human Bim-Bcl-W interaction inhibition | hit rate 0.02% among 190,000 | AID 952 | inhibition, % at 10 µM | bead-based flow cytometry, Bim peptide-Bcl-W binding | Q92843;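 also: 0% = bound tracer without compound and 100% = peptide blocker; higher means less fluorescent Bim peptide bound to Bcl-W beads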
Target sequence (Q92843 whole entry, looked up): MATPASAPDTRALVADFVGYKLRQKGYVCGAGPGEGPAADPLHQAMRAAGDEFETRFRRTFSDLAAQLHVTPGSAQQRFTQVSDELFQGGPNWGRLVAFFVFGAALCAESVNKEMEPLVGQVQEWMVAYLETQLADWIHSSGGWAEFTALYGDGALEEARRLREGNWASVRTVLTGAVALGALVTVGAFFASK
Cdc42 wt – human Cdc42 wildtype GTP binding change, either direction; P60953; GST-Cdc42 beads, Bodipy-GTP binding, flow cytometry; actives lie on both sides; percent activity (GTP binding), % at 10 µM; hit rate 0.2% among 190,000; AID 761;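 active = percent activity GTP binding at least 20 points away from the 100% baseline, either down as inhibitor or up as activator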;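 also: median bead fluorescence of bound Bodipy-FL-GTP at 100 nM; 0% = excess unlabeled GTP control and 100% = no compound control; below 100% means less GTP binding so inhibitor and above means activator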
Target sequence (P60953 whole entry, looked up): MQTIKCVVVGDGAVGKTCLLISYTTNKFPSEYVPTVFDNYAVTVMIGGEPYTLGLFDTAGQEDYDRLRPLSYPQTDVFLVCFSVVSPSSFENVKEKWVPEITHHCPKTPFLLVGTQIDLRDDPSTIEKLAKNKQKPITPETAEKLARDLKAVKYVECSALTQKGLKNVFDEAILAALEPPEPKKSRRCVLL
Bim-Bcl-2 – disrupts Bim peptide binding to human Bcl-2; Bead-based flow cytometry, Bim peptide-Bcl-2 binding; inhibition, % at 10 µM; hit rate 0.06% among 190,000; in the data active = inhibition above about 40%;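 also: 0% = no compound wells with probe peptide and 100% = reference peptide inhibitor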
HRas wt GTP bind – changes GTP binding to wildtype human HRas; P01112; hit rate 0.14% among 190,000; AID 759; GST-Ras wt beads, Bodipy-FL-GTP binding, flow cytometry; actives lie on both sides; GTP binding activity, % at 10 µM;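 active = GTP binding activity at least 20% away from the 100% baseline, either lowered as inhibitor or raised as activator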;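 also: 0% = unlabeled GTP competition control and 100% = no-compound control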
Target sequence (P01112 whole entry, looked up): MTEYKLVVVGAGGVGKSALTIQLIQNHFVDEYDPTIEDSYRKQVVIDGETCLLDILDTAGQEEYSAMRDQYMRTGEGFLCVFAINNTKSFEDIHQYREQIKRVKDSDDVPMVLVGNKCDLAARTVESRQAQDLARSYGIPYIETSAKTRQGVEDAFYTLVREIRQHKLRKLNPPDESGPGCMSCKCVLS
Rab7 wt GTP bind – dog Rab7 wildtype GTP binding, inhibitors and activators. GTP binding activity (percent of control), % at 10 µM. hit rate 0.055% among 190,000. GST-Rab7 beads, fluorescent GTP binding, flow cytometry; actives lie on both sides; untreated = 100%, excess cold GTP = 0%. AID 758;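 active = fluorescent GTP binding to Rab7 beads changed by at least 20 points from the 100% baseline, either direction, mostly lower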;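 also: median green fluorescence of bound Bodipy-FL-GTP per Rab7 bead population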
Rac1 act GTP bind – modulators of GTP binding to human Rac1 activated mutant. P63000. GST-Rac1 activated beads, fluorescent GTP binding, flow cytometry; actives lie on both sides; 100% means binding = to untreated wells. percent activity (GTP binding), % at 10 µM. hit rate 0.11% among 190,000. AID 764;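 active = GTP binding at least 20 percentage points away from the 100% baseline, in either direction, so actives lie on both sides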
* marks the source's active call; other numbers are inactive results. Rule as the data show it, unless noted: active = inhibition above about 40%. Rows were taken by chance; about 0.62% have a hit in one of these screens.

| no. | smiles | Bim-Bfl-1 | Rab7 wt GTP bind | HRas wt GTP bind | Bim-Bcl-W | Bim-Bcl-2 | Cdc42 wt | Rac1 wt modul | Bcl-B Bim block | Bcl-XL Bim block | Rac1 act GTP bind | Rab2A wt mod |
| --- | --- | --- | --- | --- | --- | --- | --- | --- | --- | --- | --- | --- |
| 1 | CCCN(CC1CC1)C(=S)Nc1ccc(Oc2ccccc2)cc1 | 6 | 99 | 99 | 0 | 1 | 79* | 102 | 0 | -3 | 101 | 99 |
| 2 | O=C(NCC(=O)N(Cc1ccco1)C(C(=O)NC1CCCC1)c1cccnc1)c1ccco1 (stereo not given) | 1 | 102 | 96 | 0 | 2 | 95 | 99 | -6 | -2 | 98 | 98 |
| 3 | CCCCCCn1c(NCC)nc2c1c(=O)n(C)c(=O)n2C | -13 | 102 | 104 | -2 | -7 | 105 | 107 | -8 | -4 | 101 | 101 |
| 4 | Cc1cc(C)nc(SCCc2ccncc2)n1 | 0 | 102 | 102 | -1 | -7 | 104 | 102 | -22 | 5 | 103 | 101 |
| 5 | CC(=O)Nc1ccc(S(=O)(=O)N2CCC(C(=O)O)CC2)cc1 | 0 | 104 | 100 | 0 | -4 | 95 | 96 | -2 | -1 | 95 | 98 |
| 6 | CCOC(=O)c1sc(=S)n(-c2ccccc2)c1SC | -1 | 95 | 94 | -5 | -1 | 96 | 99 | -2 | -3 | 96 | 95 |
| 7 | Cc1cc(C)nc(N(C#N)Cc2ccccc2Cl)n1 | -9 | 90 | 92 | -2 | -10 | 90 | 92 | -8 | -4 | 90 | 88 |
| 8 | COc1ccc(CNC(=O)/C=C/c2ccc(OCCCF)cc2)cc1OC | -11 | 100 | 99 | 0 | -4 | 97 | 98 | -8 | -8 | 95 | 96 |
| 9 | Cc1ccc(N2C(=O)c3n[nH]c(C)c3C2c2ccco2)cc1 (stereo not given) | -12 | 97 | 96 | -1 | -4 | 96 | 95 | -8 | -8 | 94 | 96 |
| 10 | Cc1c(CCO)c(=O)n(C)n1C(=O)c1ccc(Cl)cc1 | -2 | 103 | 104 | -2 | -3 | 106 | 103 | -3 | -3 | 101 | 102 |
| 11 | O=S(=O)(CCN1CCN(C(c2ccccc2)c2ccccc2)CC1)C(F)(F)F | 1 | 94 | 96 | 4 | 0 | 97 | 96 | 0 | -1 | 95 | 97 |
| 12 | CSc1nc(-c2ccccc2F)c(C#N)c(=O)n1C | -4 | 109 | 100 | 0 | -1 | 95 | 101 | 0 | -1 | 94 | 102 |
| 13 | COc1ccc(NC(=O)N(CCN2CCCC2)Cc2cc3cc(OC)c(OC)cc3[nH]c2=O)cc1 | -21 | 96 | 102 | -2 | -13 | 106 | 110 | -13 | -7 | 103 | 101 |
| 14 | c1cc(-n2cnnn2)ccc1NC1=NCCC1 | -9 | 99 | 101 | 4 | -5 | 99 | 103 | -3 | -5 | 99 | 100 |
| 15 | O=C(/C=C/c1cccc([N+](=O)[O-])c1)N1CCOCC1 | -1 | 99 | 100 | -3 | -4 | 103 | 105 | -3 | -4 | 98 | 97 |
| 16 | O=c1[nH]c2cc(Br)cnc2nc1/C=C(\O)c1ccc(F)cc1 | -6 | 99 | 101 | -6 | -4 | 101 | 100 | -4 | -2 | 98 | 99 |
| 17 | CCNCC(O)COCC(O)CNCC (stereo not given) | -8 | 95 | 98 | -7 | -10 | 101 | 98 | -16 | -5 | 98 | 99 |
| 18 | COc1ccccc1C(=O)Oc1ccccc1C(=O)Nc1ccccc1 | -6 | 97 | 96 | -1 | -8 | 95 | 98 | -8 | -5 | 97 | 96 |
| 19 | CCN(CC(=O)NC(C)C)C(=O)Cc1ccc(C)c(C)c1 | -6 | 98 | 97 | 1 | 0 | 96 | 97 | 1 | -2 | 98 | 98 |
| 20 | Cc1c([N+](=O)[O-])cc(C(=O)NCc2ccc(F)cc2)cc1[N+](=O)[O-] | -5 | 101 | 98 | 0 | -1 | 98 | 98 | -4 | -1 | 97 | 99 |
| 21 | Nc1nc(N2CCCCC2)c(C=O)c(N2CCCCC2)n1 | -6 | 95 | 97 | 2 | -5 | 93 | 96 | -2 | 1 | 96 | 96 |
| 22 | Cn1c(O)c(N=NC(=O)c2ccco2)c2ccccc21 | -3 | 100 | 99 | 0 | -3 | 100 | 102 | -2 | 0 | 95 | 97 |
| 23 | CCOC(=O)C1CCN(S(=O)(=O)c2cc(Br)cc3c2N(C(C)=O)C(C)C3)CC1 (stereo not given) | -5 | 106 | 102 | 3 | -3 | 103 | 105 | -10 | -9 | 101 | 104 |
| 24 | Cc1cc(C)n2nc(SCC(=O)c3cc(C)n(-c4cc(C)on4)c3C)nc2n1 | -15 | 101 | 98 | -1 | -11 | 95 | 100 | -9 | -12 | 97 | 99 |
| 25 | COc1cc(NC(=O)c2ccccc2F)c(OC)cc1NC(=O)CN1CCOCC1 | -8 | 96 | 96 | -2 | -5 | 96 | 96 | -5 | -2 | 94 | 97 |
| 26 | CC(C)c1ccccc1-n1c(SCc2cc(=O)oc3ccc4ccccc4c23)nnc1-c1cccnc1 | -4 | 96 | 93 | -7 | -7 | 88 | 96 | -23 | -5 | 94 | 92 |
| 27 | O=C1c2ccccc2C(=O)c2c1cccc2N1CCN(Cc2ccccc2)CC1 | -1 | 96 | 102 | -5 | -2 | 102 | 102 | 1 | -1 | 99 | 101 |
| 28 | CSc1ccc(NC(=O)NCCN2CCc3ccccc3C2)cc1 | -1 | 105 | 105 | -3 | 0 | 106 | 102 | 1 | 0 | 101 | 108 |
| 29 | C=C(C)C1CC=C(C)/C(=N/NC(=O)c2ccoc2C)C1 (stereo not given) | -1 | 103 | 102 | -3 | -3 | 101 | 104 | -5 | -5 | 100 | 100 |
| 30 | COc1ccc(-n2nc(C(=O)NCC(=O)NCC3CCCO3)c3ccccc3c2=O)c(OC)c1 (stereo not given) | -6 | 100 | 100 | 1 | -3 | 104 | 100 | -5 | -3 | 100 | 97 |

Excerpt: nos. 1–10
| no. | smiles | Bim-Bfl-1 | Rab7 wt GTP bind | HRas wt GTP bind | Bim-Bcl-W | Bim-Bcl-2 | Cdc42 wt | Rac1 wt modul | Bcl-B Bim block | Bcl-XL Bim block | Rac1 act GTP bind | Rab2A wt mod |
| --- | --- | --- | --- | --- | --- | --- | --- | --- | --- | --- | --- | --- |
| 1 | CCCN(CC1CC1)C(=S)Nc1ccc(Oc2ccccc2)cc1 | 6 | 99 | 99 | 0 | 1 | 79* | 102 | 0 | -3 | 101 | 99 |
| 2 | O=C(NCC(=O)N(Cc1ccco1)C(C(=O)NC1CCCC1)c1cccnc1)c1ccco1 (stereo not given) | 1 | 102 | 96 | 0 | 2 | 95 | 99 | -6 | -2 | 98 | 98 |
| 3 | CCCCCCn1c(NCC)nc2c1c(=O)n(C)c(=O)n2C | -13 | 102 | 104 | -2 | -7 | 105 | 107 | -8 | -4 | 101 | 101 |
| 4 | Cc1cc(C)nc(SCCc2ccncc2)n1 | 0 | 102 | 102 | -1 | -7 | 104 | 102 | -22 | 5 | 103 | 101 |
| 5 | CC(=O)Nc1ccc(S(=O)(=O)N2CCC(C(=O)O)CC2)cc1 | 0 | 104 | 100 | 0 | -4 | 95 | 96 | -2 | -1 | 95 | 98 |
| 6 | CCOC(=O)c1sc(=S)n(-c2ccccc2)c1SC | -1 | 95 | 94 | -5 | -1 | 96 | 99 | -2 | -3 | 96 | 95 |
| 7 | Cc1cc(C)nc(N(C#N)Cc2ccccc2Cl)n1 | -9 | 90 | 92 | -2 | -10 | 90 | 92 | -8 | -4 | 90 | 88 |
| 8 | COc1ccc(CNC(=O)/C=C/c2ccc(OCCCF)cc2)cc1OC | -11 | 100 | 99 | 0 | -4 | 97 | 98 | -8 | -8 | 95 | 96 |
| 9 | Cc1ccc(N2C(=O)c3n[nH]c(C)c3C2c2ccco2)cc1 (stereo not given) | -12 | 97 | 96 | -1 | -4 | 96 | 95 | -8 | -8 | 94 | 96 |
| 10 | Cc1c(CCO)c(=O)n(C)n1C(=O)c1ccc(Cl)cc1 | -2 | 103 | 104 | -2 | -3 | 106 | 103 | -3 | -3 | 101 | 102 |

Going on with the list:
| no. | smiles | Bim-Bfl-1 | Rab7 wt GTP bind | HRas wt GTP bind | Bim-Bcl-W | Bim-Bcl-2 | Cdc42 wt | Rac1 wt modul | Bcl-B Bim block | Bcl-XL Bim block | Rac1 act GTP bind | Rab2A wt mod |
| --- | --- | --- | --- | --- | --- | --- | --- | --- | --- | --- | --- | --- |
| 31 | COc1ccccc1N1CCN(CCNC(=O)Nc2cccc(C)c2C)CC1 | -11 | 100 | 102 | 3 | -8 | 104 | 107 | -8 | -16 | 97 | 101 |
| 32 | CCn1cc(Br)c(C(=O)NN)n1 | -27 | 99 | 101 | -6 | -5 | 105 | 108 | -8 | -7 | 101 | 102 |
| 33 | O/N=C1\CCC\C1=C/c1ccco1 | -12 | 104 | 99 | 0 | -9 | 99 | 100 | -4 | -7 | 97 | 99 |
| 34 | COCCN(C(=O)c1csnn1)C(C(=O)NC(C)(C)C)c1cccc(OC)c1 (stereo not given) | -11 | 99 | 103 | 4 | -6 | 103 | 103 | -5 | -4 | 97 | 100 |
| 35 | COc1ccc(C(=O)c2no[n+]([O-])c2C(=O)c2ccc(OC)cc2)cc1 | -8 | 92 | 95 | 2 | -11 | 92 | 91 | -7 | 0 | 88 | 92 |
| 36 | O=c1cc(-c2c(F)c(F)c(F)c(F)c2F)oc2c(F)c(F)c(F)c(F)c12 | 2 | 103 | 99 | -3 | -1 | 100 | 101 | 11 | -4 | 98 | 100 |
| 37 | O=C(Cc1ccc(Cl)cc1Cl)OCC(=O)N1CCN(C(=O)c2ccco2)CC1 | -3 | 97 | 91 | -4 | -4 | 91 | 89 | -7 | -4 | 91 | 91 |
| 38 | O=C(c1ccco1)N1CCN(C(c2cccs2)c2sc3ncnn3c2O)CC1 (stereo not given) | -8 | 103 | 103 | 1 | -6 | 102 | 102 | -5 | -5 | 98 | 100 |
| 39 | COc1ccc(S(=O)(=O)Nc2ccc(NC(C)=O)cc2)cc1 | -10 | 96 | 97 | 1 | -7 | 96 | 97 | -5 | 0 | 95 | 96 |
| 40 | CCC(=O)Nc1nnc(C)s1 | -1 | 99 | 98 | 1 | -30 | 96 | 101 | -1 | -4 | 96 | 99 |
| 41 | CCOc1cc(/C=N/n2cnnc2)ccc1OS(=O)(=O)c1ccccc1 | -2 | 93 | 97 | 0 | -1 | 96 | 97 | -2 | 0 | 96 | 96 |
| 42 | Cc1ccc(S(=O)(=O)NCCOCCNS(=O)(=O)c2ccc(C)cc2)cc1 | -2 | 101 | 100 | 1 | 2 | 100 | 104 | 1 | 0 | 99 | 99 |
| 43 | COc1ccc(C(=O)Nc2ccccc2)cc1S(=O)(=O)Nc1cc(C)on1 | -17 | 93 | 99 | -2 | -8 | 97 | 94 | -10 | -2 | 92 | 94 |
| 44 | COc1ccc(NC(=O)C(NS(=O)(=O)c2ccc3c(c2)CCCN3C(C)=O)C(C)C)c(OC)c1 (stereo not given) | -2 | 100 | 103 | 0 | 0 | 103 | 103 | -2 | -7 | 99 | 102 |
| 45 | CC(/C=C/C(=O)c1ccc(C)cc1)=C\c1ccccc1 | 47* | 102 | 97 | 27 | 33 | 99 | 101 | 23 | 48* | 97 | 99 |

Compound activity deposited in PubChem by NMMLSC.
